# FEN1 inhibitor: qHTS Assay for the Inhibitors of Human Flap endonuclease 1 (FEN1). P39748. 0.35% of 390,000 active. Potency, µM (titrated, usually from 114 µM), without a hit: top-dose activity change, negative = inhibition, usual class: inhibitors. AID 588795, 2011. Recombinant FEN1 flap cleavage, fluorescence, 15 min; also: nearly all actives have a fitted effect of over 65% in size
# Target sequence (P39748 whole entry, looked up): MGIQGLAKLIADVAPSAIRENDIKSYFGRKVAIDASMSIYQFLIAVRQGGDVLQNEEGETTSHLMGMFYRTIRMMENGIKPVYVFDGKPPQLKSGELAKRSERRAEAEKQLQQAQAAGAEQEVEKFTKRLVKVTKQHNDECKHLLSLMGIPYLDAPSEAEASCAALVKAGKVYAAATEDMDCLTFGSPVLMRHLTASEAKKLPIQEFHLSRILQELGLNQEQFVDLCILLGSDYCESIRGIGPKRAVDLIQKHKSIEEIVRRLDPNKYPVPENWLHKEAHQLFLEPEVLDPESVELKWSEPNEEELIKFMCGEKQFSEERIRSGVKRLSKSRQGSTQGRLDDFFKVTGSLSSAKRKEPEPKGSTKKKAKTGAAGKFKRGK
#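 Reaction started by adding substrate (50 nM final) to 10 nM enzyme after 15 min room-temperature compound preincubation. Reads at 0 and 15 min, with data normalized and fitted to a four-parameter Hill equation.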
# N370S GC mod: qHTS Assay for Inhibitors and Activators of N370S glucocerebrosidase as a Potential Chaperone Treatment of Gaucher Disease; 0.092% of 330,000 active; N370S GC spleen homogenate, 4MU-glucoside fluorescence; AID 2101, 2009; Lysosomal acid glucosylceramidase (Homo sapiens), P04062; Potency, µM (doses to about 59.4 µM), without a hit: at the highest dose activity change, negative = inhibition, actives largely listed as inhibitors;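 also: 0% = full enzyme activity and -100% = no enzyme basal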
# TDP1 cell CPT: qHTS for Inhibitors of human tyrosyl-DNA phosphodiesterase 1 (TDP1): qHTS in cells in presence of CPT; AID 686979, 2013; 12% of 420,000 active; Potency, µM (highest dose often 46.2 µM), without a hit: top-dose activity change, negative = growth inhibition, hits mostly inhibitors; chicken DT40 Tdp1-/-;hTDP1 cells + 20 nM CPT, ATP luminescence, 48 h; also: nearly all actives have a fitted effect of over 55% in size
#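 Chicken DT40 Tdp1-/- cells stably complemented with human TDP1 were seeded at 400 cells/well in medium containing 20 nM camptothecin, exposed to pin-transferred compounds, and grown at 37 °C for at least 48 hr. Viability was read as ATP luminescence.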
# Numbers without * were called inactive; ? = inconclusive; · = no result given; & = joins results of further samples; [ ] = remark or other dose. Calls follow the shape of the dose curve; as a rule, active = well fitted curve in the direction sought with a large enough effect; inconclusive = small, poorly fitted or top-dose-only effect, or another doubt; inactive = no such curve, though single readings can be large; an effect the other way counts as inactive or inconclusive. Unless noted, % is scaled to controls: 0 for no effect and ±100 for the full control effect; potency is read from the fitted curve at half-maximal effect. Some of the compounds tested, so the mix of outcomes need not match the whole.
SMILES,FEN1 inhibitor,N370S GC mod,TDP1 cell CPT
CCN1C(=O)CC(NCc2ccc3c(c2)OCO3)C1=O (configuration not stated),-4%,3%,-6%
Cc1cc(C)nc(N2CCC(CNC(=O)CCc3ccccc3)CC2)n1,-6%,-7%,?
C[N+]1(CCOS(=O)C23CC4CC(CC(C4)C2)C3)CCOCC1 (configuration not stated),3%,1%,4%
CC(=O)c1cccc(NC(=O)C(Sc2ncnc3ccccc23)c2ccccc2)c1 (configuration not stated),12%,5%,?
O=C(CSc1cn(CCNC(=O)c2cccs2)c2ccccc12)NC1CCCC1,4%,2%,16µM*
CN(C)CC#Cc1cncc(C(=O)NNC(=O)Nc2ccc(Cl)cc2)c1,-9%,6%,4%
Cc1csc(=Nc2ccc(S(=O)(=O)N3CCOCC3)cc2)n1Cc1ccco1,0%&16%,-11%,23µM*
COc1cc(O)c(CCO)c2c1C(=O)C[C@@H](C)O2,-9%,-3%,2%
CC(C)Cn1c(=O)c2ccccc2n2c(CCC(=O)N3CCN(c4ccccc4F)CC3)nnc12,4%,·,23µM*
COc1ccc(N2CCN(C(=O)Cn3cnc4c(cnn4-c4ccc(C)cc4)c3=O)CC2)cc1,-1%,0%,15%
CCCCC[C@H](O)/C=C/[C@@H]1[C@H]2C/C(=C/CCCC(=O)O)O[C@H]2C[C@H]1O,·,2%&1%,12%
CCc1cccc2c(C(=O)C(F)(F)F)cn(CC(=O)NCC3CCCO3)c12 (configuration not stated),-6%,-4%,-9%
COc1cc(C)nc(NS(=O)(=O)c2ccccc2)n1,7%,-15%,0%
CCCCn1c(=O)[nH]c(=O)c2c1nc(-c1ccc(OCC)cc1)n2CC,2%,4%,5%
COCCCNC(=O)C1CCCN(C(=O)Nc2ccc(OC)cc2)C1 (configuration not stated),-4%,4%,-10%
C=CCSc1nnc(Cc2c(C)[nH]c3ccccc23)o1,-2%,10%,1%
CC(C)C(C(=O)Nc1cccnc1)N1C(=O)c2ccccc2C1=O (configuration not stated),-2%,-9%,4%
O=C(CCCCCNC(=O)N1CCn2c1nc1ccccc12)N[C@@H](C(=O)O)c1ccccc1,3%,0%,6%
COc1ccc(Nc2nc(-c3ccccc3)c3ccccc3n2)cc1,-6%,0%,-16%
CC(=O)c1cc(C#N)c(SCC(=O)OC(C)(C)C)nc1C,12%,6%,21µM*
COc1cccc(-c2nnc3sc(CN4CCCCC4)cn23)c1,16%,·,1.2µM*
CC(C)(C)c1ccc(C(CC(=O)O)NC(=O)CSc2ccccc2)cc1 (configuration not stated),-3%,8%,28%
C#CCOc1c(Cl)cc(C2C3=C(CCCC3=O)N(CC(=O)O)C3=C2C(=O)CCC3)cc1OC,1%,?,1%
O=C(COC(=O)c1nsc(Cl)c1Cl)NC1CCCC1,-3%,-6%,-1%
CCOC(=O)C(C)(C)N(Cc1ccccc1C)S(=O)(=O)c1ccc(Cl)c([N+](=O)[O-])c1,-11%,5%,?
O=C(c1cccc(OC(F)F)c1)N1CCN(c2ncccn2)CC1,-2%,-3%,2%
Cc1nn(-c2ccccc2)c(OC(=O)c2ccc(Br)cc2)c1S(=O)(=O)c1ccccc1,11%,·,-6%
Cc1oc2ncnc(N3CCCCC3)c2c1C(=O)NCC1CCN(Cc2ccccc2F)CC1,1%,·,-25%
Cc1ccc(-c2noc(Cn3cc(S(=O)(=O)N4CCCC4)ccc3=O)n2)cc1,2%,·,-25%
CCOC(=O)c1nn(-c2ccc(F)cc2)c(=O)cc1OCC(=O)Nc1ccc(OCC)cc1,9%,-9%,-8%
CCN(c1cc(C)cc(C)c1)S(=O)(=O)c1nnc(NC(=O)C(C)(C)C)s1,-3%,1%,-4%
Cc1nn(-c2ccccc2)c2c1C(=O)NC(=O)C(C)(C)C2,2%,-24%,-26%
COc1ccccc1Nc1nc(-c2ccc([N+](=O)[O-])cc2)nc2ccccc12,-8%,·,?
NC(=S)c1cc2ccc(O)cc2oc1=O,-14%,?,-12%
CC(C)Cc1nn2c(=O)cc(COC(=O)c3cccc(NC(=O)c4cccs4)c3)nc2s1,2%,·,?
O=[N+]([O-])c1cccc(C=Nc2cc3c(cc2Br)OCCO3)c1,0%,4%,0%
COC(=O)[C@@H]1CCCN1S(=O)(=O)Cc1ccccc1,-3%,·,-30%
Cc1cccc(-n2ncc3c2CCCC3NC(=O)Cc2c(C)noc2C)c1C (configuration not stated),-5%,-3%,?
CCOC(=O)N1CCN(c2cc(N3CCN(CC)CC3)c(F)cc2[N+](=O)[O-])CC1C (configuration not stated),3%,-10%,21µM*
CCn1c(=O)cc(SCC(=O)Nc2cccnc2)c2ccccc21,-13%,5%,-13%
COc1nc(N2CCCC2)nc(-n2nnc(C(C)=O)c2C)n1,-2%,1%,-7%
OC1CCN(c2c3c(nc4cc(-c5cccc(F)c5)nn24)CCCC3)CC1,-19%,-21%,16µM*
Cc1[nH]c2ccc(C(=O)NCCCN3CCCCC3)cc2c1C,37%&-15%[activator],4%,-1%&-7%
CCOc1ccc(OCC(=O)OCc2cc(=O)n3cc(Br)ccc3n2)cc1,-11%,·,-1%
c1ccc2oc(C3=NCCN3)cc2c1,·,15%,-3%
COc1ccc(S(=O)(=O)N(C)C)cc1NC(=O)CCNC(=O)c1ccccc1OC,-9%,2%,0%
O/N=C/c1cc(Br)cs1,8%,19%,2%
COc1ccc(CC(=O)Nc2cccc(-c3nnc(-c4ccco4)o3)c2)cc1,5%,12%,7.3µM*
COC(=O)c1ccccc1NC(=O)NC1CCCC1,6%,-9%,7%
O=C(COC(=O)CCN1C(=O)C2CC=CCC2C1=O)Nc1ccc([N+](=O)[O-])cc1 (configuration not stated),11%,·,2%

# Nothing new here: 2 of the compounds above.
SMILES,FEN1 inhibitor,N370S GC mod,TDP1 cell CPT
COc1nc(N2CCCC2)nc(-n2nnc(C(C)=O)c2C)n1,-2%,1%,-7%
OC1CCN(c2c3c(nc4cc(-c5cccc(F)c5)nn24)CCCC3)CC1,-19%,-21%,16µM*

# Next section.
SMILES,FEN1 inhibitor,N370S GC mod,TDP1 cell CPT
CCn1c(SCC(=O)OC)nnc1-c1ccncc1,4%,-14%,-8%
FC(F)(F)c1cc(-c2ccccc2)nc(NCC2CCCO2)n1 (configuration not stated),-14%,9%,?
CCCCOC(=O)c1ccc(NC(=O)c2cc3c(=O)n4cccc(C)c4nc3n2C)cc1,24%,·,?
CCC(=O)N(C1=C(NC)C(=O)c2ccccc2C1=O)C(C)C,-8%,-7%,2.1µM*
CC(=O)N1CCc2ccc(S(=O)(=O)Nc3ccccc3Cl)cc21,17%,-2%,?
Cc1ccc(NC(=O)c2ccccc2OCc2ccc([N+](=O)[O-])cc2)nc1,0%,0%,-8%
COc1cc(OC)cc(-c2c(-c3cccs3)c3cc(-c4ccc(OC)nc4)ccc3n2C)c1,-7%,·,21µM*
CC1CCc2c(C(=O)Nc3ccc(OC(F)(F)F)cc3)csc2C1 (configuration not stated),-20%,19%,?
COc1ccc(Oc2ncc3nc(-c4cn(C)c5ccccc45)c(=O)n(C)c3n2)cc1,·,14%,-10%
C=CCNC(=O)C1CCN(S(=O)(=O)c2ccc(Br)cc2)CC1,1%,9%,?

# In the list so far, 5 have a thiophene ring, fused or not:
SMILES,FEN1 inhibitor,N370S GC mod,TDP1 cell CPT
O=C(CSc1cn(CCNC(=O)c2cccs2)c2ccccc12)NC1CCCC1,4%,2%,16µM*
CC(C)Cc1nn2c(=O)cc(COC(=O)c3cccc(NC(=O)c4cccs4)c3)nc2s1,2%,·,?
O/N=C/c1cc(Br)cs1,8%,19%,2%
COc1cc(OC)cc(-c2c(-c3cccs3)c3cc(-c4ccc(OC)nc4)ccc3n2C)c1,-7%,·,21µM*
CC1CCc2c(C(=O)Nc3ccc(OC(F)(F)F)cc3)csc2C1 (configuration not stated),-20%,19%,?

# Continuation.
SMILES,FEN1 inhibitor,N370S GC mod,TDP1 cell CPT
CCN(CC)S(=O)(=O)c1cccc(NC(=O)CNc2cccc(S(=O)(=O)N3CCCC3)c2)c1,-11%,-2%,1µM*
CCn1c(COc2ccccc2)nc2ccccc21,0%,4%,-9%
C[C@@]12C(=O)N(Cc3ccc(-c4ccccc4)cc3)CC(=O)N1[C@H](/C=C/c1ccccc1)[C@@H]1C(=O)N(c3ccccc3)C(=O)[C@@H]12,0%,-15%,?
COc1ccccc1N1CCN(C(c2ccccn2)c2nnnn2C2CCCCC2)CC1 (configuration not stated),-3%,?,?
Cc1ccccc1C(=O)N1CCC(C(=O)N(CC(C)C)c2c(N)n(CC(C)C)c(=O)[nH]c2=O)CC1,-1%,·,-4%
COc1ccc(N2CCN(c3nc(Cl)nc(Nc4ccc(F)cc4)n3)CC2)cc1,-1%,10%,18µM*
CCC(C)NC(=O)c1ccc(C(=O)c2ccccc2)cc1 (configuration not stated),-4%,-7%,10%
Cn1cc(Cl)c(C(=O)NC2CCCCCC2)n1,0%,8%,-13%
COc1cccc2sc3cc(C#Cc4ccccn4)ccc3c(=O)c12,-28%,·,18µM*
Cc1cc(NC(=O)CCC(=O)N(Cc2ccco2)C2(C(=O)NC3CCCC3)CCC(C)CC2)no1 (configuration not stated),7%,1%,?
CN(Cc1ccc(C(C)(C)C)cc1)Cc1cccc2ccccc12,·,-7%,?
O=c1[nH][nH]c(-c2ccccc2O)c1C(C[N+](=O)[O-])c1ccc(Br)cc1 (configuration not stated),4%,?,3.3µM*
C=CCNC(=S)Nc1cccc(NC(=S)NCC=C)c1,18%,-16%,-13%
COc1ccc(-n2cnnc2SCC(=O)Nc2ccc(C(N)=O)cc2)cc1,-2%,-2%,5%
COc1ccc(NS(=O)(=O)c2cccc(C(=O)N(C)Cc3cccs3)c2)cc1,2%,2%,?
Cc1ccccc1OCC(=O)Nc1nnc(C2CCCCC2)s1,22%,-1%,-29%
COc1ccc(OC)c(/C=C/C(=O)OCC(=O)NCc2ccccc2)c1,-4%,·,-30%
O=[N+]([O-])c1ccc(N/N=C/c2cn(Cc3ccc(F)cc3)c3ccccc23)nc1,1%,11%,?
CC(C)OCCCNC(=O)Cn1c(-c2cccs2)cc2cc(F)ccc21,4%,·,?
C/C(=N\O)c1ccco1,9%,·,-4%
COc1cccc(C#Cc2c(CO)[nH]c3ccccc23)c1,14%,·,18µM*
O=C(NCC1CCCCC1)c1ccc(F)c(S(=O)(=O)N2CCOCC2)c1,0%,·,-27%
Cc1ccc2cc(C(c3nnnn3C3CCCC3)N3CCN(c4ccccc4)CC3)c(=O)[nH]c2c1 (configuration not stated),4%,18%,-31%
Cc1nc2c(-c3ccc(F)cc3)c(C)nn2c(C)c1CCC(=O)NCc1ccco1,12%,9%,-25%
O=S(=O)(Nc1ccon1)c1ccc(Br)cc1,19%,-1%,-22%
COc1cc2c(cc1OC)[C@@H]1CC(=O)[C@@H](CC(C)C)CN1CC2,·,4%,?
COc1ccc(/C=C(/C#N)c2cccnc2)cc1OC,-5%,-9%,4%
Cc1ncn(-c2ccccc2)c1-c1ccccc1,-1%,-18%,?
CCc1ccc(C(=O)N2CCCC2)s1,5%,8%,-4%
COc1ccccc1N1CCN(C(=O)c2cccc3c(=O)c(C)c(-c4ccccc4)oc23)CC1,-1%,-3%,?
CCOc1cccc(C(=O)Nc2ccc3ccccc3c2)c1,-17%,13%,25%
CCN(CC)c1ccc2c(Cl)c(Br)c(=O)oc2c1,-22%,?,18µM*
CC(=O)Nc1cccc(-n2c(=O)n(Cc3ccccc3)c(=O)c3[nH]cnc32)c1,20%,-3%,-28%
COc1ccc(CN(C(=O)c2ccc(OCC(C)C)cc2)C2CCS(=O)(=O)C2)cc1 (configuration not stated),-6%,·,12µM*
CC1(C)CC(=O)N(c2ccc(Cl)cc2Cl)C(=O)C1,6%,-7%,0%
COc1ccc(NC(=O)c2ccc(NC(=O)CN(C)CC(=O)Nc3c(C)cccc3C)cc2)cc1,2%,-13%,?
Cc1csc(NC(C)c2nc3cc(Cl)c(N4CCCCC4)cc3n2CCOCCO)n1 (configuration not stated),-19%,·,?
COC(=O)c1ccc(COc2cccc3c2CCN(Cc2cccc(C)c2)C3=O)o1,-27%,22%,?
Cc1ccc(/C=N\NC(=O)c2cc([N+](=O)[O-])cc([N+](=O)[O-])c2)o1,4%,-3%,?
COc1ccc(CC(=O)Nc2c3c(nn2-c2cccc(C)c2C)CS(=O)(=O)C3)cc1,-4%,-4%,-1%
C(#CCN1CCOCC1)COCCCOC(c1ccccc1)c1ccccc1,1%,-15%,-23%
O=C(CSCc1nc2ccccc2[nH]1)Nc1ccccc1,-6%,1%,-7%

# Individual results from the entries so far.
# Value for C(#CCN1CCOCC1)COCCCOC(c1ccccc1)c1ccccc1 in FEN1 inhibitor: 1%
# Value for COc1ccc(CC(=O)Nc2c3c(nn2-c2cccc(C)c2C)CS(=O)(=O)C3)cc1 in N370S GC mod: -4%
